# Screens from PubChem BioAssay.
# Vif-A3F inh: qHTS for Inhibitors of Vif-A3F Interactions: qHTS; Potency, µM (doses to about 46.1 µM), without a hit: at the highest dose activity, negative = active; HeLa A3F-eYFP + Vif (tagged APOBEC3F with the HIV-1 protein that degrades it), YFP fluorescence increase; 390,000 tested, 0.2% active; further: potency means the concentration at half of the fitted maximal effect; % of control where 0% means no effect; nearly all actives have a fitted effect of over 65% in size
#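 Fluorescence increase (Ex 488/Em 500-530) after overnight compound treatment at 37 deg C flags inhibition of Vif-driven A3F-eYFP loss in stable HeLa A3F-eYFP/Vif cells seeded overnight beforehand.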
# D2 antag: HTS Assay for Allosteric Antagonists of the Human D2 Dopamine Receptor: Primary Screen for Antagonists. D(2) dopamine receptor (Homo sapiens), P14416. HEK293 TREx D2 cells, calcium flux, dopamine EC80. inhibition, % at 10 µM. 340,000 tested, 2% active; in the data active means inhibition above about 30%; further: 0% is about no effect
# Target sequence (P14416 whole entry, looked up): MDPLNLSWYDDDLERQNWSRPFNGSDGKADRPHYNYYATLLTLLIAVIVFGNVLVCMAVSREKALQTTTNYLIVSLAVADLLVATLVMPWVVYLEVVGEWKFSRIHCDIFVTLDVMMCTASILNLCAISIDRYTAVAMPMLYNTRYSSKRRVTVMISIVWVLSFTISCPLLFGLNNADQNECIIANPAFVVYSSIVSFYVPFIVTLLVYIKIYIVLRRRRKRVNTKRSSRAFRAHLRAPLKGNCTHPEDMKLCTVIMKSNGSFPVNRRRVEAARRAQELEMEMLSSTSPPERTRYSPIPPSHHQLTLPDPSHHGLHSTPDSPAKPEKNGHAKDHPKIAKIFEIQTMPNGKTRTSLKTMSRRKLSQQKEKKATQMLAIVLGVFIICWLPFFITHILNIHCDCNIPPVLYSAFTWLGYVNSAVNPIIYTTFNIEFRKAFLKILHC
#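 Calcium flux kinetic readout in an inducible HEK293 TREx D2 line plated overnight at 30 C. After 180 s compound exposure, an EC80 dopamine challenge follows with another 180 s kinetic read to detect antagonism.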
# Vif-APOBEC3G blk: qHTS for Inhibitors of Vif-A3G Interactions: qHTS; DNA dC->dU-editing enzyme APOBEC-3G (Homo sapiens), Q9HC16; HeLa A3G-eYFP + Vif (tagged APOBEC3G with the HIV-1 protein that degrades it), YFP fluorescence, overnight; Potency, µM (top dose mostly 46.1 µM), for inactives: top-dose activity, negative = active, hits mostly inhibitors; 410,000 tested, 0.076% active;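 further: potency means the concentration at half of the fitted maximal effect; on the % scale 0 is the no-effect control and ±100 the full control effect; nearly all actives have a fitted effect of over 60% in size; hits raise eYFP signal because A3G escapes Vif-driven loss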
# Target sequence (Q9HC16 whole entry, looked up): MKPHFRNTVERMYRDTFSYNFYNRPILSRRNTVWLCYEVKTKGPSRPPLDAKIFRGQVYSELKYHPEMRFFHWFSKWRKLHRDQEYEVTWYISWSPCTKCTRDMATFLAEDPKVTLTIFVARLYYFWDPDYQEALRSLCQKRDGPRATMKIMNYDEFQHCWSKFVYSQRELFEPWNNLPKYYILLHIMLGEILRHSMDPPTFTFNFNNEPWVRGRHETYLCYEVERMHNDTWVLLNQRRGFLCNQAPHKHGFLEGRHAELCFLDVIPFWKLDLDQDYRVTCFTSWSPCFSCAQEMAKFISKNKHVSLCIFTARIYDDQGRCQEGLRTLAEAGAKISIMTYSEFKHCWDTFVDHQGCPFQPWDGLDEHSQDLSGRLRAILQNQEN
#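 HeLa cells stably expressing Vif and C-terminally eYFP-tagged A3G, seeded overnight at 37 deg C, then exposed to compound by pintool overnight at 37 deg C. Rise in yellow fluorescence (Ex 488/Em 500-530, Acumen) marks blocked Vif-driven A3G degradation.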
# Glioma ERSR ind: qHTS for Inducers of the Endoplasmic Reticulum Stress Response (ERSR) in Human Glioma: qHTS; U87-MG GRP78 promoter luciferase reporter, 16 h; Potency, µM, for inactives: at the highest dose activation, most hits filed as activators; 420,000 tested, 0.02% active; further: potency means the concentration at half of the fitted maximal effect; series mostly up to about 76 µM; % of control where 0% means no effect; nearly all actives have a fitted effect of over 35% in size
#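 Stably transfected U87-MG glioma cells carrying a GRP78-based luciferase sensor; 16 h compound incubation. Luminescence end-point read 10 min after Bright-Glo addition at room temperature.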
# ERG-DNA inh: qHTS for Small Molecule Inhibitors of the ERG Ets/DNA interaction | Potency, µM (top dose mostly 76.9 µM), for inactives: top-dose FP activity, negative = inhibition, usual class: inhibitors | Transcriptional regulator ERG (Homo sapiens), P11308 | fluorescence polarization, His-ERG Ets domain / labelled DNA | 370,000 tested, 0.028% active; active means well fitted inhibition curve with a large enough effect in the polarisation, with a control signal flat; inconclusive means small, poorly fitted or top-dose-only effect, or effect the other way, or a change in a side signal; inactive means no such curve, though single readings can be large or run the other way; the % refers to the polarisation;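 further: polarization taken with two DNA probes labelled with fluorescein and Texas red; potency means the concentration at half of the fitted maximal effect; % of control where 0% means no effect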
#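 His-tagged ERG Ets domain (1 uM in the protein solution; 300mM KCl, 50mM Tris-HCl, 1mM EDTA, 1mM DTT, pH 7.5) received compound, then a probe mix of 5 nM fluorescein-DNA and 100nM Texas-615-DNA. Fluorescence polarization was read for both dyes.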
# RGS4 inhibitor: Inhibitors of Regulator of G Protein Signaling (RGS) 4: qHTS; Regulator of G-protein signaling 4 (Homo sapiens), P49798; Transcreener GDP fluorescence polarization, RGS4-accelerated GTP hydrolysis; Potency, µM (highest dose often 114 µM), for inactives: at the top dose activity change, negative = inhibition, hits mostly inhibitors; 390,000 tested, 0.039% active; AID 504845, 2011; further: potency means the concentration at half of the fitted maximal effect; on the % scale 0 is the no-effect control and ±100 the full control effect; nearly all actives have a fitted effect of over 75% in size; some results filed as inactive show a strong effect at the top dose
# Target sequence (P49798 whole entry, looked up): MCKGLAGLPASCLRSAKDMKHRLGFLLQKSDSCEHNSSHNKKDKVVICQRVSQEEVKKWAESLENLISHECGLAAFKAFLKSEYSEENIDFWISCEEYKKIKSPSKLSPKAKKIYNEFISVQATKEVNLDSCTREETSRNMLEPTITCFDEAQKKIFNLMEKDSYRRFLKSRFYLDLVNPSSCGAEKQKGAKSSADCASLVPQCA
#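 MLSMR compounds (23 nl, pin-transferred) preincubated 10 min at room temperature with a 500nM (2x) first reagent, then RGS4 at 900nM (2x) plus Transcreener GDP mix added; fluorescence polarization (620/688 nm) read before and after 90 min at 30 °C.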
# LDHA inh: qHTS assay for inhibitors of human lactate dehydrogenase; L-lactate dehydrogenase A chain (Homo sapiens), P00338; purified LDHA, NADH/diaphorase-resazurin fluorescence; hits give low values; activity change, % (values are at about 110 or 230 µM); 480,000 tested, 0.15% active; in the data active means activity change below about -30%; inconclusive means mostly about -25% to -30%;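 further: plate controls were DMSO wells for no effect and wells without enzyme for full effect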
#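 Resorufin fluorescence (ex540/em590), read at 0 and 20 min after diaphorase/resazurin addition, reports the NADH left after a 5 min room-temperature reaction of 2 nM human LDH5 with 0.06 mM NADH and 0.2 mM pyruvate.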
# ALOX12 inh: Primary qHTS assay for inhibitors of human arachidonate 12S-lipoxygenase (ALOX12): Round 2; Polyunsaturated fatty acid lipoxygenase ALOX12 (Homo sapiens), P18054; purified 12hLO, xylenol orange hydroperoxide absorbance; 580,000 tested, 1.1% active; Potency, µM (series often up to 108 µM), without a hit: at the top dose activity change, negative = inhibition, hits mostly inhibitors; further: potency means the concentration at half of the fitted maximal effect; on the % scale 0 is the no-effect control and ±100 the full control effect
#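 Purified human 12hLO at 150 nM in 25 mM Hepes, 0.01% Triton X-100, pH 7.0, preincubated 15 min at room temperature with compound. Reaction started with 40 uM arachidonic acid, 30 min at room temperature. Hydroperoxide measured by Fe-xylenol orange, 573/405 nm absorbance ratio.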
# D2 agonist: HTS Assay for Allosteric Agonists of the Human D2 Dopamine Receptor: Primary Screen for Agonists. D(2) dopamine receptor (Homo sapiens), P14416. 340,000 tested, 0.53% active. activation, % at 2 µM. HEK293 T-REx D2 cells, calcium flux agonist mode;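 active means activation over 3 SD above normal in the single-dose calcium agonist read, cut at about 30% in these data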; further: 0% is about no effect
#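 Tetracycline-induced HEK293 T-REx cells with force-coupled D2 receptor, plated overnight at 30 C, loaded with no-wash calcium dye. After a 10 s baseline, compound was pin-added and calcium flux read kinetically for 180 s; calcium rises flagged agonists.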
# * = called active by the depositor; ? = inconclusive; . = no result given; & = joins results of further samples; [ ] = another dose, or the depositor's remark. Unless noted, the call rests on the fitted dose curve; in most records, active means well fitted curve in the direction sought with a large enough effect; inconclusive means small, poorly fitted or top-dose-only effect, or another doubt; inactive means no such curve, though single readings can be large; an effect the other way counts as inactive or inconclusive.
# Value order: Vif-A3F inh	D2 antag	Vif-APOBEC3G blk	Glioma ERSR ind	ERG-DNA inh	RGS4 inhibitor	LDHA inh	ALOX12 inh	D2 agonist
> CC(C)OC(=O)c1nn2c(C(F)(F)F)cc(-c3ccco3)nc2c1Cl
  ?	14	-6%	0%	-1%	-20%	-5	0%	0.7
> CCCNC(=O)NNC(=O)c1ccc(F)cc1
  8%	7	4%	-3%	4%	?	-9	8%	0.0
> C=CCN(CC=C)C(=O)C1c2ccccc2Oc2ccccc21
  8%	.	-1%	-4%	.	.	0	-17%	.
> c1ccc2c(c1)OCCOCCOCCOCCOCCOc1ccccc1OCCOCCOCCO2
  5%	8	-6%	-3%	-2%	-21%	-7	-2%	0.8
> O=C(Cc1ccc(NC2=NC3CS(=O)(=O)CC3S2)cc1)NCc1ccccc1Cl (centres undefined)
  3%	-4	-2%	-5%	-2%	-16%	2	30%[activator]	-0.6
> OCCN1CCN(CC(O)COC(c2ccc(F)cc2)c2ccc(F)cc2)CC1 (centres undefined)
  -1%	-8	-11%	-3%	6%	-20%[56.9 µM]	?	2%	1.8
> CCC(=O)Nc1ccc(/C(C)=N/NC(=O)c2c(Br)c(C)nn2C)cc1
  -26%	-6	-12%	-4%	0%	0%	-5	18%	0.7
> Cc1ccc(CC(=O)Nc2ccc(F)c([N+](=O)[O-])c2)cc1
  -5%	-3	2%	-3%	-2%	-12%	-4	19%	-1.1
> O=[N+]([O-])c1ccccc1S(=O)(=O)N1CCN(c2ccccc2)CC1
  0%	-16	1%	0%	3%	0%	1	0%	1.5
> CN1C[C@@H]2C[C@@H](c3cccn3-c3nccs3)N3CCC[C@@]23C1=O
  -1%	-6	0%	-1%	14%	3%	5	1%	-0.2
> O=C(Nc1ccc2oc(-c3cccc4c(Br)cccc34)nc2c1)c1ccc(F)cc1
  -5%	.	3%	-2%	4%	-3%	-9	-8%	-0.7
> OCCNc1ncnc2c1ncn2Cc1ccccc1
  -2%	-10	0%	-2%	-9%	-8%	0	0%	-0.2
> CCOC(=O)C(C)Oc1c(C(=O)OC)sc2ncccc12 (centres undefined)
  1%	.	0%	-2%	-5%	2%	-9	-6%	.
> O=C1/C(=C\c2ccsc2)N2CCC1CC2
  0%	6	-7%	-4%	0%	14%	-3	0%	1.0
> CCOC(=O)C(=O)N1CCC(C(=O)OC)CC1
  4%	7	11%	-3%	0%	-4%	-3	-28%	0.1
> Cc1c(Cl)cccc1N1C(=O)CC(Sc2ccccc2N)C1=O (centres undefined)
  0%	.	-6%	1%	.	.	2	-5%	.
> COc1ccc(CCN(C)Cc2nc(-c3cnccn3)no2)cc1OC
  2%	-22	1%	-8%	-1%	-11%[56.9 µM]	-2	2%	0.2
> O=C(O)c1ccc(-c2cccc(-c3nn4c(=O)cc(N5CCNCC5)nc4s3)c2)cc1
  .	.	0%	-4%	.	.	-9&-4	11%	.
> CCN(CC)S(=O)(=O)c1cc(NC(=O)Cc2ccsc2)ccc1C
  7%	2	1%	-4%	3%	1%	3	-20%	-2.1
> COc1cc(/C=N/NC(=O)c2ccc(C)nc2)cc([N+](=O)[O-])c1O
  3%	-12	-3%	-5%	-2%	5%	0	1%	0.7
> CC(=O)Nc1ccc2ccccc2c1
  2%	-1	1%	4%	.	6%	9	.	-1.4
> Cc1nc2nc(SCc3ccccc3)nn2c(C)c1C
  5%	-8	0%	7%	7%	-7%	-4	96%[activator]	-0.8
> CCC(=O)N1c2ccc(S(=O)(=O)NCCc3ccc(C)cc3)cc2CC1C (centres undefined)
  -4%	-4	-1%	-3%	-5%	38%[11.4 µM]	-4	-4%	3.8
> CCn1c(SCC(=O)N/N=C/C=C\c2ccccc2[N+](=O)[O-])nnc1-c1ccccc1
  -3%	-5	0%	-1%	-6%	29%	-13	-10%	0.9
> CN(C)c1ccc(CN2CCCCCC2)cc1
  -1%	-16	2%	2%	1%	-2%	8	-1%	-1.9
> CC(C)c1ccc(-c2nc3c([nH]2)c(=O)n(C)c(=O)n3C)cc1
  2%	-4	-4%	3%	-3%	20%	-4&-3	106%&-9%[activator]	0.0
> Cc1ccccc1Cn1ccc(NC(=O)c2nc3ncccn3n2)n1
  0%	9	0%	-1%	-4%	-39%	-3	0%	0.3
> O=S1(=O)CCOC[C@H](CC2CCCCC2)N1Cc1ccccc1F
  3%	6	-3%&-6%	-3%&1%	-10%	5%	7	17%	-0.6
> CN(Cc1cccs1)S(=O)(=O)c1ccc(Cl)cc1F
  -2%	10	2%	-2%	6%	18%	-7	5%	-0.5
> CN(C)C(=O)N1CCN(S(=O)(=O)c2ccc3ccccc3c2)CC1
  0%	.	3%	-1%	-5%	8%	-5	28%	.
> O=C(c1cn(Cc2ccccc2)nc1-c1cccnc1)N1CCN(Cc2ccccc2)CC1
  -1%	-2	-12%	-3%	0%	-1%	-2	?	-0.8
> COc1ccc(-c2nc(CSc3nncn4c3cc3sccc34)c(C)o2)cc1OC
  -23%	.	-1%	-1%	-2%	-4%	-16	?	-0.3
> Cc1cc(C)nc(SCC(=O)Nc2ncc3c(n2)CCCC3=O)n1
  5%	1	-7%	-4%	6%	-1%	3	0%	-0.3
> CCOC(=O)CCCNC(=O)CCNC(=O)c1ccc(OC)cc1
  1%	12	-4%	-1%	-4%	-13%	0	10%	-1.2
> COCC1CCN(C(=O)c2cc(COc3ccc4ncccc4c3)on2)CC1
  5%	30	3%	7%	-21%	?	-5	3%	1.0
> COC(=O)c1sc(N(C)C)c(C#N)c1-c1ccccc1
  1%	8	-4%	-1%	3%	-15%	-4	0%	-0.6
> O=C(NC1CCN(S(=O)(=O)c2ccc(Cl)cc2)CC1)c1cccnc1
  -10%	8	-1%	-3%	-9%	-31%	-3	1%	-2.7
> COc1ccccc1CN1CC(C(=O)NC2CCCCC2)CC1=O (centres undefined)
  -7%	-4	0%	-3%	.	-3%	-6	3%	-0.3
> COc1ccccc1[C@@]1(C)ON(c2ccccc2C(F)(F)F)C1=O
  -1%	-7	-22%	-9%	6%	-6%	1	4%	-1.2
> COc1ccc(S(=O)(=O)N(C)C[C@@H]2Oc3cc(C#CC4CCCCC4)ccc3S(=O)(=O)N([C@@H](C)CO)C[C@@H]2C)cc1
  -1%	.	-7%	-2%	.	.	3	5%	.
> C[n+]1ccccc1N1CCN(c2ccccc2Cl)CC1
  3%	13	5%	-6%	16%	?	-11	?	-0.3
> CN1CCN(c2ccc(NC(=O)Cc3ccccc3)cc2)CC1
  0%	5	3%	-1%	0%	20%	1	75%[activator][57.4 µM]	1.0
> CC(=O)Nc1ccc(NC(=O)C(C)N(C)CC(=O)Nc2ccccc2Br)cc1 (centres undefined)
  11%	1	2%	-9%	-5%	8%	-12	2%	0.2
> CC(=O)N1N=C(c2ccccc2)OC1c1ccc([N+](=O)[O-])s1 (centres undefined)
  5%	3	-21%	-12%	-3%	-30%	19	.	0.1
> O=C(CCC(=O)N1CCOc2ccccc21)NCc1ccccn1
  0%	-19	1%	0%	-4%	13%	-3	32%[activator]	-0.7
> c1ccc2sc(NN=C3CCCC3)nc2c1
  -17%	.	-2%	-5%	7%	?	-3	-6%	.
> CCN1C(=O)C(Cc2nc3ccccc3c(=O)n2-c2ccc(OC)cc2)c2cc(C)ccc21 (centres undefined)
  .	.	.	.	2%	2%	1	?	7.2
> COC(=O)C(C)Oc1ccc(-c2nccc(-c3ccc(F)cc3)n2)cc1 (centres undefined)
  -20%	5	1%	3%	-14%	17%	0	-16%	-0.3
> CCN(CC)S(=O)(=O)N1CCC(C(=O)NCc2ccc(C)cc2)CC1
  -15%	-5	0%	-5%	-3%	26%	-9	-1%	-0.7
> COc1cc(/C=C2\C(C)=C(C#N)c3nc(N)c(C#N)c(C)c32)ccc1OCC(=O)O
  -1%	4	4%	0%	31%[activator]	-27%	4	?	0.5
> O=C(Nc1ccn(Cc2ccccc2F)n1)c1ccc(COc2ccc(Br)cc2)cc1
  8%	-32	2%	-2%	-17%	1%	-4	-18%	0.2
> CCOc1ccccc1NC(=O)CSc1c(C)cnc2c1c(=O)n(C)c(=O)n2C
  0%	.	2%	-4%	-2%	1%	-13	1%	0.0
> Cn1nnnc1NN=Cc1ccccc1
  0%	.	-3%	1%	.	.	-3	9%	.
> O=C(CC(c1ccccc1)c1ccccc1O)N1CCCC1 (centres undefined)
  5%	7	-5%	-1%	-8%	-6%	-3	0%	0.3
> Cc1ccc(CC(CC(=O)O)C(=O)Nc2ccc(Cl)cc2)cc1 (centres undefined)
  14%	2	-8%	-3%	0%	-4%	-8	-2%	-0.2
> O=C(NC(=S)NCc1ccccc1)c1ccccc1
  ?	36*	-2%	2%	-2%	-30%	-2	40µM*	-1.0

# Not all compounds are listed; rates above refer to the full screens.
